Screens from PubChem.
DT40 TDP1 no CPT: qHTS for Inhibitors of human tyrosyl-DNA phosphodiesterase 1 (TDP1): qHTS in cells in absence of CPT | DT40 Tdp1-/- hTDP1 cells, no CPT, ATP luminescence, 48 h | 420,000 compounds, 15% hits | Potency, µM (titrated, usually from 46.2 µM), without a hit: at the highest dose activity change, negative = growth inhibition, actives largely listed as inhibitors; note: nearly all actives have a fitted effect of over 55% in size
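Luminescent ATP content (CellTiter-Glo) served as the growth readout. Knockout chicken DT40 cells expressing human TDP1 were exposed to compounds without camptothecin for a minimum 48 hr at 37 °C.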
TDP1 cell CPT: qHTS for Inhibitors of human tyrosyl-DNA phosphodiesterase 1 (TDP1): qHTS in cells in presence of CPT; chicken DT40 Tdp1-/-;hTDP1 cells + 20 nM CPT, ATP luminescence, 48 h; 420,000 compounds, 12% hits; Potency, µM (highest dose often 46.2 µM), for the others: at the top dose activity change, negative = growth inhibition, actives largely listed as inhibitors; note: nearly all actives have a fitted effect of over 55% in size
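Chicken DT40 Tdp1-/- cells complemented with human TDP1, 400 cells/well, exposed to compounds plus 20 nM camptothecin for at least 48 h at 37 C; viability read as ATP content by CellTiter-Glo luminescence.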
KAT2A inh: qHTS Assay for Inhibitors of GCN5L2. Histone acetyltransferase KAT2A (Homo sapiens), Q92830. GCN5L2 HAT assay, ThioGlo1 CoA-SH fluorescence. Potency, µM (top dose mostly 58.9 µM), for the others: at the top dose activity change, negative = inhibition, usual class: inhibitors. 390,000 compounds, 0.21% hits. AID 504327, 2011
Target sequence (Q92830 whole entry, looked up): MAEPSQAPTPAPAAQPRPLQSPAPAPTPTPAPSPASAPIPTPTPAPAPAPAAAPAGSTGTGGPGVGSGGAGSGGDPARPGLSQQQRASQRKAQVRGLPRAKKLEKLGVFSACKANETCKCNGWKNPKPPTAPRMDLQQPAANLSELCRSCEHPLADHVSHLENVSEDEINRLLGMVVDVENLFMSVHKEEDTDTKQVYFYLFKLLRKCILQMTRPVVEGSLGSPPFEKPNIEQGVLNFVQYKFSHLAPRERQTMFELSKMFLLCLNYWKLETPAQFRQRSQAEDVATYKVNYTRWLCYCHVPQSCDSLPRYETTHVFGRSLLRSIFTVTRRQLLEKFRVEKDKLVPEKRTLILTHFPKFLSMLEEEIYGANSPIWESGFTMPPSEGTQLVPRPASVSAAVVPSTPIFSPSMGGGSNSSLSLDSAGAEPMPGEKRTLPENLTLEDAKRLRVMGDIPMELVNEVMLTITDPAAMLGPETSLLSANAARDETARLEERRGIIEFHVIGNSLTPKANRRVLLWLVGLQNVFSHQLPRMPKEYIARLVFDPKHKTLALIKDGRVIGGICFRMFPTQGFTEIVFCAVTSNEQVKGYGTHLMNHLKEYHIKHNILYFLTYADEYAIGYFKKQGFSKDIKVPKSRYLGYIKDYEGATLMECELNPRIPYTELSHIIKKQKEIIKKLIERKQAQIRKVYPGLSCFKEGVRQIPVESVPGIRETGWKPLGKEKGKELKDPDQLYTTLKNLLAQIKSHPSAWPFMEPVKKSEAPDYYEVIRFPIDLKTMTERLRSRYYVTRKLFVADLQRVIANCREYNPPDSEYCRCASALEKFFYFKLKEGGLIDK
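Enzyme at 20nM final was mixed with library compounds for 15 min at room temperature. Peptide H3(1-25) at 75uM, acetyl-CoA at 70uM and ThioGlo1 at 50uM were then added. Plates were read immediately and after 20 min (Ex340nm/Em540nm).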
Starred values were filed as active, the others as inactive; ? = inconclusive; / = no result given; & = joins results of further samples. Calls come from the whole dose curve; as a rule, active = well fitted curve in the direction sought with a large enough effect; inconclusive = small, poorly fitted or top-dose-only effect, or another doubt; inactive = no such curve, though single readings can be large; an effect the other way counts as inactive or inconclusive. % is set by controls: 0 for no effect and ±100 for the full control effect; potency is the fitted concentration of half-maximal effect.

#	compound	DT40 TDP1 no CPT	TDP1 cell CPT	KAT2A inh
1	O=C(COc1ccc(F)cc1)NNC(=O)c1cc2ccccc2oc1=O	-11.6%	6.8%	-0.1%
2	Cc1nc(N[C@@H](Cc2ccccc2)C(=O)O)c2oc3ccccc3c2n1	-26.7%	-29.7%	-1.3%
3	C#CCOCCOCCOCCNc1nc(N2CCN(C(=O)Cn3cc(CCCN=C(N)N)nn3)CC2)nc(N2CCN(C(=O)Cn3cc(CC(C)O)nn3)CC2)n1 (stereo unspecified)	-9.4%	-6.2%	/
4	COc1ccc(N2CCN(C(=O)Cn3nc(Cc4cccnc4)c4ccccc4c3=O)CC2)cc1	?	-28.3%	-9.6%
5	COc1cccc(C(=O)NCC(=O)NCc2cc(=O)n(C)c(=O)n2C)c1OC	5.5%	11.6%	1.5%
6	CCn1c(SCC(=O)N2CCOCC2)nc2c([nH]c3ccccc32)c1=O	0.0%	-8.9%	-2.0%
7	COc1ccc([C@H]2CC(=O)C=C(c3ccc(F)cc3OCc3ccccc3)C2)cc1	?	?	-18.2%
8	Cc1c(N2C(=O)/C(=C\c3ccc(N(C)C)cc3)N(C)C2=S)c(=O)n(-c2ccccc2)n1C	-17.7%	-4.7%	-7.1%
9	CCCCOC(=O)c1ccc(NC(=O)c2cc(=O)c3ccccc3o2)cc1	?	?	-13.4%
10	O=[N+]([O-])c1cc(CN2CCCC2)c2cccnc2c1O	?	2.6%	-25.9%
11	COc1cc(C2C(C#N)=C(C)NC(C)=C2C#N)cc(OC)c1OC	-8.7%	11.2%	-2.6%
12	COc1ccccc1CCN=C(N)NS(=O)(=O)c1cccs1	?	-10.3%	-8.1%
13	O=C(CSc1nnc(CNC(=O)c2c(F)cccc2F)o1)c1ccc(Cl)cc1	?	-29.9%	/
14	COc1ccc([N+](=O)[O-])cc1N(CC(=O)NCCSc1ccc(C)cc1)S(C)(=O)=O	-24.4%	-22.1%	-19.4%
15	Cc1ccc(-c2noc(CNC(=O)c3ccoc3C)n2)cc1	-9.3%	-25.3%	-3.3%
16	O=c1[nH]oc(O)c1-c1ncc(C(F)(F)F)cc1Cl	?	7.0%	-0.4%
17	CCn1c2ccc(C)cc2c2nnc(SCCN3CCOCC3)nc21	20.6µM*	?	-3.6%
18	CSCCC(NC(=O)c1ccccc1Cl)C(=O)NCC1COc2ccccc2O1 (stereo unspecified)	5.0%	0.6%	-17.3%
19	N=C1/C(=C/c2ccc(OCc3ccccc3F)cc2)C(=O)N=C2SC(CC(=O)N3CCOCC3)=NN12	4.6%	-9.3%	-21.8%
20	Cc1ccc(Cl)cc1NC(=O)Cn1ncc2c(C)n(Cc3ccccc3F)c(C)c2c1=O	?	?	?
21	COC(=O)CCCC(=O)NC(C)c1cnn(-c2ccccc2C)c1C (stereo unspecified)	-23.7%	-26.8%	-5.3%
22	COC(=O)CSc1nc2c(c(C3CC=CCC3)c1C#N)CCC2 (stereo unspecified)	?	?	-10.4%
23	CCOC(=O)CNC(=O)COc1coc(CN2CCN(c3ccccc3F)CC2)cc1=O	17.1%	2.2%	3.6%
24	CC(C)n1c(=O)[nH]c2ccccc21	-30.0%	-11.5%	-6.8%
25	C=CC(=O)N1c2ccccc2Sc2ccc(NC(=O)OCC)cc21	29.1µM*	?	/
26	CC1CCCCC1NC(=O)C1CCC(CNS(=O)(=O)c2ccc(F)cc2)CC1 (stereo unspecified)	-3.5%	-17.1%	13.2%
27	CCn1c(SCC(=O)N2CCCCCC2)nc2c([nH]c3ccccc32)c1=O	-10.8%	-17.5%	-0.5%
28	COc1ccc(OC)c(NS(=O)(=O)c2ccc(NC(C)=O)cc2)c1	?	-24.8%	-3.2%
29	CCC(=O)Nc1cccc(NC(=S)NC(=O)c2ccccc2Cl)c1	?	-1.7%	-5.7%
30	Cc1ccc(-n2ncc3c2CC(C)(C)CC3NC(=O)CCCN2CCCC2=O)cc1 (stereo unspecified)	-0.1%	?	-3.7%
31	Cc1c(/C=N/O)c2ccccn2c1C(=O)c1ccc(F)cc1	?	-38.2%	-11.1%
32	Cc1ccc(NS(=O)(=O)c2cccc(C(=O)NCCCn3ccnc3)c2)cc1	1.3%	-3.1%	-0.8%
33	COc1ccccc1OCC(=O)Nc1c2c(nn1-c1ccccc1)CS(=O)(=O)C2	-10.5%	-16.0%	-6.6%
34	O=C(NC12CC3CC(CC(C3)C1)C2)N1CCC(O)(c2ccc3c(c2)OCO3)CC1	14.6µM*	7.31µM*	-0.1%
35	COC(=O)C1C(=O)CC(C)(O)C(C(=O)OC)C1c1ccccc1F (stereo unspecified)	-2.4%	-8.4%	1.2%
36	COC(=O)C1(C)NC(c2ccc(O)cc2)C2C(=O)N(c3ccc4c(c3)OCCO4)C(=O)C21 (stereo unspecified)	-2.1%	1.1%	0.6%
37	CCOc1ccccc1CN(CCc1ccc2c(c1)OCO2)Cc1cccc(OC)c1OC	16.4µM*	18.4µM*	-10.5%
38	Cc1ccc(S(=O)(=O)Cn2nnnc2CN2CCN(Cc3ccc4c(c3)OCO4)CC2)cc1	?	?	-2.4%
39	CC(C)c1nnc(NC(=O)CCC(=O)N2CCN(C3c4ccccc4-c4ccccc43)CC2)s1	?	0.7%	0.2%
40	O=c1cc(-c2ccccc2O)oc2ccc3ccccc3c12	?	?	/
41	COc1ccc(C2=CC(c3ccco3)n3ncnc3N2)cc1 (stereo unspecified)	?	-17.2%	?
42	O=C(NNS(=O)(=O)c1ccc(F)cc1)c1cc2ccccc2cc1O	-10.8%	-20.7%	-7.3%
43	O=C(NCCSc1ncc(-c2ccc(F)cc2)[nH]1)c1ccco1	?	?	-7.1%
44	Cc1cc(C)c(/C=C(\C#N)S(=O)(=O)c2ccccc2)[nH]1	-29.7%	11.8%	-1.5%
45	O=C1C[C@@H]2c3c(cccc3CN1Cc1ccccc1Cl)C[C@@H](O)[C@H]2O	-19.0%	-1.5%	/
46	COC(=O)c1ccc(NC(=O)Nc2nnc(N(C)C3CCCCC3)s2)cc1	?	?	-3.2%
47	N#C/C(=C/c1cc(Cl)c(O)c(Cl)c1)C(=O)N1CCCCC1	-0.4%	6.4%	-14.5%
48	Cc1ccc(S(=O)(=O)Nc2cc(C)c(O)c(Sc3n[nH]c(C)n3)c2)cc1	?	18.4µM*	-2.6%
49	CC(C)(C)C(=O)NC(CC(=O)O)c1ccccc1 (stereo unspecified)	-13.1%	-2.9%	-2.0%
50	NNC(=O)c1ccncc1	9.5%&2.1%&-3.9%&-4.4%	9.6%&-13.4%&2.3%&-0.9%	?
51	O=C(CCl)NNC(=O)c1c(O)c2ccccc2[nH]c1=O	5.17µM*	4.61µM*	-10.4%
52	O=C1c2cccnc2C(Nc2ccc(Cl)cc2)N1Cc1cccs1 (stereo unspecified)	-26.3%	?	-4.2%
53	COc1nccnc1NS(=O)(=O)c1ccc(NS(=O)(=O)c2ccc(NC(C)=O)cc2)cc1	0.1%	5.6%	-2.3%
54	CCOc1ccccc1CNS(=O)(=O)c1cc(-c2cc(C)no2)ccc1C	-4.9%	-8.7%	-21.0%
55	O=c1c2nccnc2[nH]c(=S)n1Cc1ccccc1	5.0%	-10.6%	-10.3%
56	O=C(Cn1c(-c2ccccc2)noc1=O)NCc1ccccc1	-1.0%	-6.1%	-7.2%
57	O=C(NCCc1csc(-c2cccc(F)c2)n1)C(=O)Nc1cc(F)ccc1F	-16.2%	-14.0%	-6.0%
58	O=C(CCS(=O)(=O)Cc1ccc(Cl)cc1)NCCCN1CCOCC1	-19.2%	-0.3%	5.2%
59	COC(=O)c1ccc(OC(=O)/C=C/c2ccco2)cc1	-19.5%	2.7%	-8.3%
60	O=C(NCc1ccccn1)c1cc2ccccc2oc1=O	0.1%	5.7%	-2.9%

(further entries)
#	compound	DT40 TDP1 no CPT	TDP1 cell CPT	KAT2A inh
61	COc1cc(OC)c(/C=C/c2cc[n+](C)c3ccccc23)c(OC)c1	0.447µM*	0.501µM*	/
62	COc1ccc(NC(=O)CN2CCN(Cc3ccccc3)S2(=O)=O)c(OC)c1	-24.3%	-0.8%	15.5%
63	Clc1ccc(Cc2noc(Cc3ccccc3)n2)cc1Cl	-9.6%	-17.6%	-7.7%
64	COCCCn1c(-c2cccc(Cl)c2)nc2c1c(=O)[nH]c(=O)n2Cc1ccccc1	7.31µM*	?	-0.1%
65	Cc1onc(-c2ccccc2Cl)c1C(=O)Nc1cccc2nsnc12	?	?	-8.7%
66	COc1ccccc1C1NC(=O)NC(C)=C1C(=O)OC1CCCC(C)C1 (stereo unspecified)	?	?	0.3%
67	COc1ccc(-c2noc(CCCC(=O)Nc3cccnc3)n2)cc1OC	-28.6%	10.7%	-3.8%
68	Cc1cc(C)n(-c2nc(C)nc(NCc3ccccc3)n2)n1	18.4µM*	25.9µM*	-7.8%
69	CC(C)c1nc2oc3c(NCc4cccnc4)ncnc3c2c2c1CCC2	?	-25.7%	-2.9%
70	C/C(=N/NC(=O)c1ccc(O)cc1)c1cccc([N+](=O)[O-])c1	-16.6%	3.8%	-1.1%
71	CC(=O)Nc1cc(NC(=O)C2C3C=CC(C3)C2C(=O)O)ccc1Cl (stereo unspecified)	-4.0%	3.6%	-2.1%
72	CC1(C)Cc2nc3sc(C(=O)NCCCO)c(N)c3cc2CS1	-18.9%	-0.4%	-0.5%
73	CCOC(=O)c1ccccc1Nc1cc(C)nc2nc(-c3ccco3)nn12	16.4µM*	?	0.2%
74	N/C(=N\OC(=O)c1cccs1)c1cccc([N+](=O)[O-])c1	-17.9%	-3.6%	-5.8%
75	CCOC(=O)Cc1ccc(NC(=O)N2CC(CC)Oc3ccccc32)cc1 (stereo unspecified)	?	16.4µM*	-8.8%
76	COc1cc2cc(CN(CCCN3CCOCC3)Cc3nnnn3Cc3ccccc3)c(=O)[nH]c2cc1OC	-4.7%	-1.7%	-17.0%
77	CCc1cc(-c2cnnn2Cc2ccccc2)ccc1-c1cn(CC(C)C)nn1	10.3µM*	?	/
78	O=C(Nc1cccc(C(F)(F)F)c1)c1ccc2c(c1)nnn2C1CCCC1	8.2µM*	?	1.7%
79	Cc1ccc(NCc2cccc(B(O)O)c2)cc1	-25.6%	-26.9%	/
80	COc1ccc(Cl)cc1NC(=O)Cn1c(=O)n(Cc2nc(C)no2)c(=O)c2ccccc21	-18.4%	-2.7%	1.1%
81	CCCc1c(C)c2cc(C)ccc2[nH]c1=O	-12.8%	-9.9%	-4.5%
82	Cc1ccc(NC(=O)C(=O)NCC2OCCc3ccccc32)cc1 (stereo unspecified)	2.2%	-24.8%	-5.0%
83	COc1ccc(NC(=O)N(CCc2ccccc2)Cc2cc3c(C)cc(C)cc3[nH]c2=O)cc1	?	?	-10.1%
84	CCOc1ccc(S(=O)(=O)Nc2nccs2)cc1	-9.3%	4.2%	19.2%
85	O=S1(=O)CCN(CCCc2ccccc2)CC1	-5.1%	-0.4%	/
86	COC(=O)c1ccc(Cl)cc1NC(=O)N(Cc1ccc(OC)cc1)C1CCN(C(C)=O)CC1	7.31µM*	?	-3.5%
87	O=C(NC(=S)Nc1ccc2c(c1)OCCO2)c1cccc2ccccc12	?	?	-6.0%
88	CC(C)Sc1n[nH]c(=O)n1-c1ccccc1	-10.5%	2.4%	-3.5%
89	CC(C)CCNC(=O)NC(=O)COC(=O)C1=COCCO1	-4.1%	-2.3%	-3.9%
90	Cc1ccc(C)c(-n2nnnc2SCC(=O)Nc2cccc(-c3nnc4n3CCCCC4)c2)c1	?	?	-2.5%
91	O=C(NC1CCS(=O)(=O)C1)c1cccc(S(=O)(=O)N2CCCCC2)c1 (stereo unspecified)	-15.6%	-4.1%	-16.2%
92	CCOc1ccc(S(=O)(=O)N2CCN(CC(O)COc3cccc([N+](=O)[O-])c3)CC2)cc1 (stereo unspecified)	23.1µM*	14.6µM*	-7.2%
93	COc1ccc(OC)c(NC(=O)c2cc(-c3cc(C)cc(C)c3O)n[nH]2)c1	?	?	12.3%

Entries of single compounds as entered above. Values in the order: DT40 TDP1 no CPT, TDP1 cell CPT, KAT2A inh
Listed for COc1ccc(-c2noc(CCCC(=O)Nc3cccnc3)n2)cc1OC = -28.6%, 10.7%, -3.8%
Listed for CCOc1ccc(S(=O)(=O)N2CCN(CC(O)COc3cccc([N+](=O)[O-])c3)CC2)cc1 (stereo unspecified) = 23.1µM*, 14.6µM*, -7.2%
Listed for COC(=O)c1ccc(Cl)cc1NC(=O)N(Cc1ccc(OC)cc1)C1CCN(C(C)=O)CC1 = 7.31µM*, ?, -3.5%
Listed for COc1ccc(NC(=O)N(CCc2ccccc2)Cc2cc3c(C)cc(C)cc3[nH]c2=O)cc1 = ?, ?, -10.1%
Listed for C/C(=N/NC(=O)c1ccc(O)cc1)c1cccc([N+](=O)[O-])c1 = -16.6%, 3.8%, -1.1%
